Screens deposited in PubChem by National Center for Advancing Translational Sciences (NCATS).
SW480 rereplic = DNA re-replication induction in SW480 cells; SW480 DNA re-replication, Hoechst DNA content imaging, 48 h; Potency, µM (titrated, usually from 46.1 µM), for the others: at the highest dose re-replication activation, usual class: activators; hit rate 1.8% among 340,000; further: potency means the concentration at half of the fitted maximal effect; % of control where 0% means no effect; nearly all actives have a fitted effect of over 55% in size
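Per well, 250 cells were exposed to pinned compound for 48 hr. Nuclear DNA was visualised with Hoechst (40 min, 37 C) and total object intensity recorded by fluorescence scanning.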
KB-V1 MDR tox = KB-V1 MDR subline cytotoxicity. KB-V1 MDR cells viability, CellTiter-Glo, 72 h. Potency, µM (highest dose often 46.1 µM), for the others: top-dose activity change, negative = cytotoxicity, most hits filed as cytotoxic. hit rate 3.4% among 400,000. AID 1347076; further: potency means the concentration at half of the fitted maximal effect; on the % scale 0 is the no-effect control and ±100 the full control effect; nearly all actives have a fitted effect of over 60% in size
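KB-V1 MDR subline cells in DMEM (phenol-red free, 10% FBS) exposed to compounds in qHTS concentration series for 72 h at 37 degrees C. Viability read by CellTiter-Glo luminescence; concentration-effect curves fitted after normalization and correction.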
IL1B secr inh = inflammasome signaling inhibition, IL-1 beta readout | THP-1 LPS/ATP IL-1B secretion, AlphaLISA, 16 h; hits give low values | activity change, % at 57.5 µM | hit rate 4.7% among 360,000 | AID 743279; in the data active means activity change below about -50%; inconclusive means mostly about -30% to -49%; further: on the % scale 0 is the no-effect control and ±100 the full control effect
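Secreted IL-1B measured by AlphaLISA bead assay after 16 h compound exposure of THP-1 cells; compounds (final up to 57.5 uM) added 1 h before LPS (250 ng/mL) and ATP (1.25 mM) stimulation; lower signal means less secretion.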
MCF10A rerep = inducers of DNA re-replication in MCF 10A breast cells | MCF 10A DNA re-replication, Hoechst nuclear intensity, 48 h | Potency, µM (series often up to 46.1 µM), for the others: at the highest dose activity, positive = re-replication, hits mostly activators | hit rate 2.9% among 350,000 | AID 624296; further: potency means the concentration at half of the fitted maximal effect; % of control where 0% means no effect; nearly all actives have a fitted effect of over 50% in size
KB-3-1 tox = kills parental KB-3-1 adenocarcinoma cells; hit rate 1.4% among 400,000; KB-3-1 viability, CellTiter-Glo ATP luminescence, 72 h; Potency, µM (top dose mostly 46.1 µM), without a hit: at the highest dose activity change, negative = cytotoxic, hits mostly cytotoxic; further: potency means the concentration at half of the fitted maximal effect; on the % scale 0 is the no-effect control and ±100 the full control effect; nearly all actives have a fitted effect of over 60% in size
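Using CellTiter-Glo luminescence, growth of non-resistant KB-3-1 adenocarcinoma cells is assessed 72 h after pin-tool compound addition at 37 °C. Normalized responses across the concentration series yield fitted curves.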
HT1080 IDH1KD tx = toxicity to HT-1080 IDH1 knockdown cells (counter line) | HT-1080 IDH1 knockdown viability, ATP luminescence, 48 h | Potency, µM (highest dose often 46.1 µM), inactives show at the highest dose activity, negative = toxicity, actives largely listed as cytotoxic | hit rate 2% among 360,000 | AID 686971;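 further: potency means the concentration at half of the fitted maximal effect; 0% = DMSO wells and -100% = cell-free medium wells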
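CellTiter-Glo luminescence after 48 h compound exposure at 37 degrees C of IDH1-knockdown HT-1080 cells in 5% FBS RPMI. %Activity scaled between DMSO wells and cell-free media wells, with curves fitted and assigned curve classes.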
HT1080NT lethal = kills 2HG-producing HT-1080-NT fibrosarcoma cells | hit rate 1.6% among 360,000 | HT-1080-NT fibrosarcoma viability, CellTiter-Glo ATP luminescence, 48 h | Potency, µM (top dose mostly 46.1 µM), for inactives: top-dose activity, negative = less viability, most hits filed as cytotoxic;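 further: NT is the 2HG producing partner of a matched IDH1 knockdown line; potency means the concentration at half of the fitted maximal effect; 0% = DMSO-treated cells and -100% = media-only wells without cells; nearly all actives have a fitted effect of over 55% in size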
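Fibrosarcoma NT cells, 750 per well in 5% FBS RPMI, were exposed to compound for 48 hours. Viability: CellTiter-Glo luminescence.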
ATXN2 expr inh = inhibitors of ATXN2 expression; HEK-293 ATXN2-luciferase reporter, luminescence, 24 h; Potency, µM (series often up to 57 µM), without a hit: at the highest dose activity change, negative = inhibition, actives largely listed as inhibitors; hit rate 0.72% among 360,000; AID 1745845; further: potency means the concentration at half of the fitted maximal effect; on the % scale 0 is the no-effect control and ±100 the full control effect; nearly all actives have a fitted effect of over 55% in size
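ATXN2-luciferase reporter cells (luciferase flanked by upstream and downstream ATXN2 gene portions) were treated 24 h at 37 °C with compounds at up to 57 uM. SteadyGlo luminescence gave expression; GF-AFC fluorescence gave viability.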
WRN helicase inh = blocks human WRN helicase; Q14191; hit rate 0.46% among 360,000; Potency, µM (top dose mostly 114 µM), inactives show at the top dose activity change, negative = inhibition, hits mostly inhibitors; AID 651768; WRN helicase unwinding, fluorescent forked duplex, kinetic; further: potency means the concentration at half of the fitted maximal effect; on the % scale 0 is the no-effect control and ±100 the full control effect; nearly all actives have a fitted effect of over 55% in size
Target sequence (Q14191 whole entry, looked up): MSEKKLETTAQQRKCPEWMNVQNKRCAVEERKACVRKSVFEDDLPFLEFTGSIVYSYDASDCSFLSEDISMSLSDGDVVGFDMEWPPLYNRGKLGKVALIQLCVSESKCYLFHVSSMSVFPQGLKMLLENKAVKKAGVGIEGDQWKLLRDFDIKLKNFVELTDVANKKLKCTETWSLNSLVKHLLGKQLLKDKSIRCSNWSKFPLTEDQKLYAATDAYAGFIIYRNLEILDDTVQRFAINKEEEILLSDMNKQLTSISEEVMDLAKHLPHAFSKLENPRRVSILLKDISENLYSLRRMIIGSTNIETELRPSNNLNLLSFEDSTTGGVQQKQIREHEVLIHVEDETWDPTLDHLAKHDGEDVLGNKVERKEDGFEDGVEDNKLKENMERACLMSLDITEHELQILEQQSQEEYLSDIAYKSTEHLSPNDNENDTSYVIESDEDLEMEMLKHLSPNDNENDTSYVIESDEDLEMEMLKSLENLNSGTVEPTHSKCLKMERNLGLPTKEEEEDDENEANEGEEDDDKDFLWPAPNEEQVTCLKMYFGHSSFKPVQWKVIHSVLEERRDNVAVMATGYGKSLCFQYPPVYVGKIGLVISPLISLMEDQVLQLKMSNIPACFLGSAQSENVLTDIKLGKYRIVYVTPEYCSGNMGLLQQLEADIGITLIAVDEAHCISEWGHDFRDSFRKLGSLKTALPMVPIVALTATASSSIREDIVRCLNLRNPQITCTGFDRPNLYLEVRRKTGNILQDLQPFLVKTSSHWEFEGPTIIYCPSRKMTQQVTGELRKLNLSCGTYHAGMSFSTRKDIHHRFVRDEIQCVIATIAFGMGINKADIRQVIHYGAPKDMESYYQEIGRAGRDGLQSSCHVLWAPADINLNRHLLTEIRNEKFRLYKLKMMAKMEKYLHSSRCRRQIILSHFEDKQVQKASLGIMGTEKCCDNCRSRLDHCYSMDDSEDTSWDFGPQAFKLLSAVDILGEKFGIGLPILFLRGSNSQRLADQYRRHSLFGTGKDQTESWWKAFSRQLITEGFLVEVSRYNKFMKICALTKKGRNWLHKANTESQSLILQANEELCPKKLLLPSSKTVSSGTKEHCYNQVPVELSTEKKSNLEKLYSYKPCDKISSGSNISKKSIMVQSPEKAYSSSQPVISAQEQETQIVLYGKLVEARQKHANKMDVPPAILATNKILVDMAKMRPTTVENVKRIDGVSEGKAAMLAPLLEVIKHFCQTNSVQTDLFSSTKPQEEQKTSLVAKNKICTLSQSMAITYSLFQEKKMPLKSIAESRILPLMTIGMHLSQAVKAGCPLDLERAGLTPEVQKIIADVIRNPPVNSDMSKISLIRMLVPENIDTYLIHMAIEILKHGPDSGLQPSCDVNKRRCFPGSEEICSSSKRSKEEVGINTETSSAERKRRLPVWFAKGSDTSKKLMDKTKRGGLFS
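WRN at 20 nM final preincubated with compound 15 min at room temperature; reaction started with 100 nM fluorophore/quencher forked duplex oligonucleotide and 2 mM ATP final. Unwinding followed kinetically by red fluorescence (ex 525, em 598 nm).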
Active calls of the source: *; ? = inconclusive; nt = no result given; & = joins results of further samples; [ ] = dose if it differs, or a comment. Unless noted, the call rests on the fitted dose curve; in most records, active means well fitted curve in the direction sought with a large enough effect; inconclusive means small, poorly fitted or top-dose-only effect, or another doubt; inactive means no such curve, though single readings can be large; an effect the other way counts as inactive or inconclusive.

SMILES	SW480 rereplic	KB-V1 MDR tox	IL1B secr inh	MCF10A rerep	KB-3-1 tox	HT1080 IDH1KD tx	HT1080NT lethal	ATXN2 expr inh	WRN helicase inh
Cc1ccc(S(=O)(=O)NC(=NC(C)C(=O)O)c2ccccc2)cc1 (stereo not drawn)	-2%[9.22 µM]	-3%	10	-5%	15%	6%	6%	5%	3%
CC(C)CN(C(=O)CN(C)C(=O)Cc1ccc(Cl)cc1)c1c(N)n(CC(C)C)c(=O)[nH]c1=O	-5%	0%	17	0%	13%	-2%	1%	6%	-5%
Cc1ccc(S(=O)(=O)N2CC3(O)CN(C(=O)OC(C)C)N(C(=O)OC(C)C)CC3(OC(=O)NCC3CCCCC3)C2)cc1 (stereo not drawn)	nt	-1%	?	nt	?	?	?	?	-3%
O=C(COC(=O)CC1CC2CCC1C2)Nc1ccc(F)cc1 (stereo not drawn)	-8%	?	2	-2%	0%	-2%	-2%	nt	-5%
CNC(=O)NC(=O)C(c1ccccc1)N(C)CC1COc2ccccc2O1 (stereo not drawn)	-7%	18%	-1	-6%	?	-8%	5%	2%	9%
Cc1nnc(SCC(=O)Nc2ccc(Br)cn2)[nH]c1=O	1%	-12%	11	-8%	-1%	-1%	3%	-4%	-5%
O=C(Cc1cccc2ccccc12)NCCOc1ccccc1F	1%	?	-84*	-3%	0%	-15%	-5%	-11%	-7%
O=C(COc1ncnc2ccccc12)N1CCN(S(=O)(=O)c2ccccc2)CC1	?	0%	-21	2%	-3%	0%	-3%	-28%	5%
Cc1ccc(NC(=O)C2c3ccccc3-c3ccccc32)cc1	nt	3%	-2	nt	0%	-5%	-5%	-10%	6%
CC(C)(C)c1ccc(/C=C2\Oc3c(ccc(O)c3CN3CCN(CCO)CC3)C2=O)cc1	?	0%	-2	?	-2%	-2%	-5%	nt	-4%
O=C(CSc1nnc(COc2ccccc2)n1Cc1ccco1)NCc1ccco1	-3%	5%	0	?	4%	6%	18%	6%	?
O=C(NCCN1CCN(C(=O)c2ccc(F)cc2)CC1)c1ccc(F)cc1	-1%	-11%	9	10%	5%	7%	6%	-12%	-28%
O=C(NNC(=O)C1CC1)c1ccc(F)cc1F	3%	26%	-7	-29%	-14%	14%	19%	2%	5%
CCCCCCn1c(SCCC)nc2c1c(=O)[nH]c(=O)n2C	-5%	0%	17	22%	-3%	4%	-2%	0%	-4%
O=C(CSc1nc2ccccc2c(=O)[nH]1)Nc1nc(-c2ccc(Br)cc2)cs1	?	nt	55	16%	nt	15%	8%	?	?
Cn1c(Cn2c3ccccc3c3ccccc32)n[nH]c1=S	-22%	3%	4	5%	2%	-12%	0%	nt	-5%
Cc1ccc(OCC(O)CNC2CCCC2)cc1C (stereo not drawn)	-3%	0%	-13	-13%	0%	-1%	-29%	-17%	0%
CC(C)NC[C@H](O)c1ccc(O)c(O)c1	-12%	?	-21	-21%	0%	5%	8%	-2%	7%
Cc1ccccc1Cn1c(C)c(C(=O)NCC(C)C)sc1=O	nt	-18%	-8	nt	0%	?	?	-6%	7%
CC(C)(C)OC(=O)N(CCc1ccccc1)Cc1ccccc1OCc1ccc(NC(=O)C2CCC2)cc1	?	?	-10	6.5µM*	?	-24%	-14%	6%	-8%
CCCOC(=O)c1ccc(Oc2c(-c3ccc(O)cc3O)n[nH]c2C)cc1	2%[9.22 µM]	18%	15	?	3%	?	?	-12%	-26%
Cc1ccc(CN(C)C(=O)c2ccc3c(c2)NC(=O)CS3)o1	?	1%	-15	3%	-4%	-1%	0%	-1%	-1%
CC(=O)c1ccc(-n2c(CCC(=O)O)ccc2-c2cccs2)cc1	-6%	?	5	1%	8%&-1%	?	?	8%&-10%	-8%
CC(/C=C1\SC(=S)N(NC(=O)c2ccncc2)C1=O)=C\c1ccccc1	6%	0%	-79*	0%	-3%	-5%	-2%	1%	?
CCCCN(CC)CCNC(=O)c1cc2c(=O)n(CC)c3ccccc3c2s1	2%	-1%&3%	?	5%	-18%&10%	3%	-8%	-14%&3%	22%
COCc1nc2c([nH]1)c(=O)n(C)c(=O)n2CC(C)C	-41%[inhibitor]	0%	-9	3%	0%	12%	15%	0%	-13%
Cc1cc(NC(=O)CN2CCC(C)CC2)no1	-2%	10%	-8	10%	1%	10%	6%	nt	18%
Cc1csc(=O)n1CCC(=O)OCC(=O)Nc1ccc(S(N)(=O)=O)cc1	-12%	6%	11	-6%	-7%	-4%	5%	1%	4%
CN1CCN(C(=O)CN(Cc2ccc(Cl)cc2)S(C)(=O)=O)CC1	-3%	-21%	24	-1%	-15%	8%[9.24 µM]	6%	-3%	1%
COc1ccccc1CNC(=O)CSC1=NCCS1	?	10%	-17	?	6%	15%	19%	52%[activator]	-5%
Cc1nc(SCC(=O)N2CCCC2=O)c2c(C)c(C)sc2n1	nt	12%	3	nt	1%	3%	0%	nt	0%
COc1ccc(S(=O)(=O)Nc2cccc(S(=O)(=O)NC3=NCCC3)c2)cc1[N+](=O)[O-]	-3%	-3%	12	9%	3%	-8%	-7%	-11%	11%
CC(C)C(NC(=O)c1ccc2c(c1)OCO2)C(=O)N/N=C\c1ccco1 (stereo not drawn)	2%	8%	13	0%	17%	3%	4%	23%	-7%
C[C@@H]1CN([C@H](C)CO)C(=O)CCCn2nncc2CO[C@@H]1CN(C)S(C)(=O)=O	nt	0%	36	nt	24%	5%	5%	17%	-4%
COc1nc(N2CCOCC2)nc(C)c1[N+](=O)[O-]	0%	-7%	-3	3%	-4%	-1%	3%	-4%	-5%
CCN(CC)C(=O)CN(c1cc(Cl)ccc1OC)S(C)(=O)=O	2%	?	-23	5%	-1%	-6%	-5%	-3%	-9%
COc1ccccc1N1CCN(C2=CC(=O)CCC2)CC1	2%	4%	25	-5%	6%	7%	2%	1%	5%
CCOC(=O)c1nc(C)n(-c2cc(Cl)ccc2Cl)n1	-8%	-24%	-12	2%	-4%	0%	-1%	6%	17%
CC(=O)Nc1ccc(/C(C)=N/NC(=O)C2CC2c2ccccc2)cc1 (stereo not drawn)	-3%	20%	10	-5%	20%	4%	-1%	4%	-24%
CC(C)CN(C(=O)COC(=O)CCC(=O)c1ccc(F)cc1)c1c(N)n(Cc2ccccc2)c(=O)[nH]c1=O	-1%	16%	17	5%	9%	1%	4%	-9%	0%
O=C(NNc1cccc(Cl)n1)c1c(F)cccc1F	-20%	-3%	-28	0%	-5%	14%	14%	-10%	-4%
CCCCSc1nnc([C@H](C)NC(=O)OC(C)(C)C)o1	-3%	13µM*	5	16%	3%	-18%	4%	-9%	3%
CCOP(=O)(OCC)/C(C#N)=C/c1cc(OC)ccc1OC	2%	-1%	11	0%	1%	-6%	-5%	nt	-2%
COCCN1C(=O)C(=O)/C(=C(/O)c2cccc(OC)c2)C1c1ccc(C)o1 (stereo not drawn)	-5%	0%	5	1%	-3%	0%	2%	-12%	2%
CCN(CC)S(=O)(=O)c1ccc(/C=C/C(=O)OCC(=O)NCc2ccco2)cc1	-1%	-4%	-10	?	2%	4%	-7%	1%	?
Cc1ccc(C(=O)N2CCN(c3ccc(NC(=O)c4cccs4)cc3)CC2)cc1	-1%	nt	?	2%	nt	-16%	-1%	-28%	-35%
COc1ccc(C2=CC(=O)C[C@H](CN3C(=O)c4ccccc4C3=O)N(C(=O)OC(C)(C)C)O2)cc1	-4%	28%	14	8%	-2%	7%	2%	3%	-8%
CC(=O)c1nnn(-c2ccc(Cl)cc2C#N)c1C	-39%[inhibitor]	17%	7	?	-9%	12%	15%	5%	0%
O=C/C=C/c1c(-c2ccccc2)cc2oc3ccccc3cc1-2	?	?	-99*	8.2µM*	?	21µM*	-29%	?	-30%
CCCCCc1ccc(-c2ccc(OCC)cc2)nc1	-2%	-21%	5	12%	1%	10%	14%	30%	3%
O=[n+]1c2c(n([O-])c3ccccc31)CCCC2	-3%	?	33	-4%	0%	1%	-5%[9.24 µM]	4%	1%
Cc1cccc(NC(=O)CSCC(=O)N(CCC(C)C)c2c(N)n(Cc3ccccc3)c(=O)[nH]c2=O)c1	-15%	-6%	-1	8%	?	?	?	6%	-1%
Cc1cccc(OC(=O)c2cn(C)nc2C(F)(F)F)c1C	0%	-1%	-8	-12%	0%	0%	-3%	20%	-6%
CN1CCN(S(=O)(=O)c2cccc(C(=O)O)c2)CC1	-3%	0%	21	0%	-2%	7%	-3%	nt	-8%
COC(=O)Cc1[nH]nc2c1C1(C(=O)N(Cc3ccccc3)c3ccccc31)C(C#N)=C(N)O2 (stereo not drawn)	-1%	0%	-16	3%	14%	6%	12%	0%	8%
C/C=C1\COC(C(=O)NCCCN2CCCC2=O)(C(F)(F)F)C=C1C=C(C)C (stereo not drawn)	1%[9.22 µM]	1%	-8	-18%	-3%	9%	1%	8%	1%
CN(C)c1ccc(C(=S)N2CCCC2)cc1Br	0%	2%	9	-1%	-3%	?	27%	-10%	1%
Cc1ccc(C2(C)NC(=O)N(CC(=O)NCCC3=CCCCC3)C2=O)cc1 (stereo not drawn)	-1%[9.22 µM]	-21%	0	-5%	11%	2%	-2%	6%	-5%
COc1ccc(C(=O)N/N=C/c2cc3ccccc3[nH]c2=S)cc1	9%	24%	8	?	-14%	?	-25%	-7%	-9%
COc1ccc(C)cc1Nc1n[n+](-c2ccccc2)c(-c2cc([N+](=O)[O-])cc(OC)c2O)s1	-1%	7%	7	-5%	-5%	2%	0%	-7%	3%
